# PLK1 PBD inh – inhibitors of human Plk1 polo box domain binding | P53350 | 97,000 tested, 0.13% active | AID 693 | Plk1 PBD phosphopeptide binding, fluorescence polarization | inhibition, %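 (tested at about 20 µM)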; in the data active = inhibition above about 34%, passing the limit was not always enough
# Candida biofilm – kills Candida albicans biofilms; AID 834; C. albicans biofilm + clotrimazole, Alamar Blue; 85,000 tested, 0.14% active; inhibition, % at 6 µM;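 active = inhibition above 20%; inactive = inhibition below 20%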;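 note: preformed 24 hr biofilms exposed to compound for 48 hr; 0% = biofilm without compound and 100% = blank killed by clotrimazole plus chlorhexidine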
# PTPN22 inh 2 – blocks human PTPN22 phosphatase activity. Q9Y2R2. recombinant LYP catalytic domain, DiFMUP fluorescence. 96,000 tested, 0.21% active. inhibition, % at 2 µM. AID 640;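 active = inhibition at 2 µM at or above a set limit, the screen mean plus 3 SD, cut at about 24% in these data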;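 note: 0% = DMSO with enzyme and 100% = enzyme fully blocked by orthovanadate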
# Target sequence (Q9Y2R2 whole entry, looked up, the tested form may be a part): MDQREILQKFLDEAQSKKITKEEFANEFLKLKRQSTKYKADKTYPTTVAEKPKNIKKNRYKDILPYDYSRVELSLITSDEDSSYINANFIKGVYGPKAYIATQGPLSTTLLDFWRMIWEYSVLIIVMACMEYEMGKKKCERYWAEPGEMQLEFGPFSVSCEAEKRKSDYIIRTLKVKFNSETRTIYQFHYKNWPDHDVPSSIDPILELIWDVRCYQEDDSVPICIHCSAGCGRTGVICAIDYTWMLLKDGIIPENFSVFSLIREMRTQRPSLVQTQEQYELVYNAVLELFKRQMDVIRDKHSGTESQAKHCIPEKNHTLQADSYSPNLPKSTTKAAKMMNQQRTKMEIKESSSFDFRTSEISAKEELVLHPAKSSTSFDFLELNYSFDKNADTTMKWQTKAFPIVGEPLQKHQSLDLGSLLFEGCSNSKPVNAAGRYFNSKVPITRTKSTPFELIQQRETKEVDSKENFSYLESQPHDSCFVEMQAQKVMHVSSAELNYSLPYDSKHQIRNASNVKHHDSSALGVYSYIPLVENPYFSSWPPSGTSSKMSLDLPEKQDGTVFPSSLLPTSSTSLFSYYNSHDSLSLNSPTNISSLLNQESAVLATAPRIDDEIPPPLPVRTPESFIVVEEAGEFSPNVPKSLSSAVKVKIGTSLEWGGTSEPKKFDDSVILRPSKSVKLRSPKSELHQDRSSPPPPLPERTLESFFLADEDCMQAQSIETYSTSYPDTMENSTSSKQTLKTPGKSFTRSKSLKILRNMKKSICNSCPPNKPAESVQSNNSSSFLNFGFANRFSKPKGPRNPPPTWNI
# EphB4 antag – antagonists of human EphB4-ephrin-B2 interaction. inhibition, % at 7 µM. EphB4 LBD / TNYL-RAW-Alexa532 peptide, fluorescence polarization. 97,000 tested, 0.15% active. P54760;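 active = inhibition above the screen-wide mean inhibition plus 3 SD, cut at about 15% in these data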;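 note: 0% = DMSO wells and 100% = excess unlabeled TNYL-RAW peptide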
# CYP2C9 inhib – blocks human cytochrome P450 2C9; P11712; inhibition, % at 5 µM; CYP2C9 Supersomes, luciferin-H conversion, luminescence; AID 777; 96,000 tested, 20% active;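 active = blocking of liver enzyme CYP2C9 beyond about 50% at 5 µM, limit read from the data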; note: values of inactives mirror those of a sister screen read the other way
# Rev-RRE block – disrupts HIV-1 Rev binding to RRE RNA; Rev peptide-RRE RNA binding, FRET; 97,000 tested, 0.79% active; inhibition, % at 8 µM; P05866;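 active = inhibition above the screen-wide mean plus 3 SD, cut at about 35% in these data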;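 note: 0% = median DMSO wells and 100% = median Neomycin B control wells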
# Target sequence (P05866 whole entry, looked up): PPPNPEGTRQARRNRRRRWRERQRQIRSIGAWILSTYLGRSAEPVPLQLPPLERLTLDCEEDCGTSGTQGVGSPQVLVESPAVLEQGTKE
#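 Test system – labelled RRE RNA duplex and labelled Rev peptide · Signal – fluorescein-to-Cy5 FRET, 480 nm excitation · Evaluation – % inhibition of FRET ratio versus controls · Benchmarks – DMSO low control, neomycin B high control · Incubation – 5 min RNA-compound premix plus 15 min binding step, 25 °C · Medium – HEPES pH 7.5 salt buffer with EDTA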
# LYP act – activators of human LYP (PTPN22) phosphatase. recombinant LYP, DiFMUP fluorescence; 0 = plate median, 100 = signal doubled. activation, % at 2 µM. 96,000 tested, 0.11% active;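 active = activation at 2 µM above a set limit, the mean plus 5 SD, cut at about 37% in these data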
# CYP2C9 activ – increases human cytochrome P450 2C9 activity. AID 1024. recombinant CYP2C9, luciferin-H conversion, luminescence; active compounds read high; factor 1 = untreated enzyme, 0 = blocked. 96,000 tested, 1.4% active. activation factor at 5 µM;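 active = activation factor of 2 or more for CYP2C9 at a 5 µM dose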;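 note: 0 = sulfaphenazole-blocked wells and 1 = vehicle-only wells; values of inactives mirror those of a sister screen read the other way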
# PLK1 inh – blocks human PLK1 kinase activity. 97,000 tested, 0.53% active. recombinant PLK1 kinase, TR-FRET peptide phosphorylation. P53350. inhibition, % at 10 µM;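 active = inhibition of 50% or more in the single-concentration screen; inactive = inhibition below 50%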;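 note: 0% = DMSO max control and 100% = H-89 dihydrochloride min control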
# Starred values were filed as active, the others as inactive; . = not tested or not shown.
SMILES,PLK1 PBD inh,Candida biofilm,PTPN22 inh 2,EphB4 antag,CYP2C9 inhib,Rev-RRE block,LYP act,CYP2C9 activ,PLK1 inh
CCOc1ccccc1-n1c(SCC(=O)N(CC)CC)nnc1-c1ccccn1,15.0,5.5,3.9,3.5,-1.1,5.9,-5.9,1,-13.1
O=C(O)C1CC(=O)N(Cc2cccs2)C1 (stereo not drawn),-18.5,1.9,-1.3,-9.8,-17.2,5.2,-1.0,1.2,-15.2
CCOc1cc(C)c(Cl)cc1S(=O)(=O)n1nnc2ccccc21,12.3,4.5,0.7,-5.5,39.1,20.6,-1.2,0.6,-9.6
COCC(=O)c1[nH]c2ccccc2c1C,-11.1,0.3,4.4,0.2,-19.2,4.4,-2.2,1.2,-6.0
C=CCNc1oc(-c2cccs2)nc1C#N,12.2,4.4,-7.3,-5.0,-46.3,3.7,6.3,1.5,-23.2
CCOc1cc(S(=O)(=O)Nc2ccc(Cl)cn2)ccc1Cl,-6.6,0.5,4.1,-0.1,.,2.5,-3.5,.,-13.3
CC1CC(Nc2ccccc2)=CC(=O)O1 (stereo not drawn),6.6,.,-2.4,2.4,6.6,11.7,5.5,0.9,-8.0
CCOc1ccc(OCCCCN2CCCC2)cc1,-14.2,-1.9,-2.2,-8.2,5.2,-1.3,2.6,0.9,3.6
Cn1c(CNC(=O)c2cccs2)nnc1SCC(=O)Nc1ccc(Cl)cc1,9.8,3.0,2.7,0.6,.,7.7,-3.3,.,-8.1
COc1ccc(Oc2nc3ccccc3n(C)c2=O)cc1,17.4,.,-12.1,-4.1,-37.1,1.9,9.4,1.4,-2.7
Cc1ccc(N2C(=O)C3C(C2=O)C(C(=O)c2ccc(Cl)cc2)N2CCCC32)cc1 (stereo not drawn),-3.9,8.1,8.0,-7.3,3.5,62.3*,-8.0,1,-9.7
Cc1csc2ncc(C(=O)Nc3ccon3)c(=O)n12,-27.4,11.8,-5.1,-5.3,.,6.8,9.1,.,0.2
CC1CCCN(C(=O)c2ccncc2)C1 (stereo not drawn),6.9,2.0,6.3,-2.4,15.0,10.1,-3.8,0.8,-4.3
COc1cc(NC(=O)c2ccccc2)c(OC)cc1NC(=O)CN1CCN(c2ccccn2)CC1,4.2,.,1.5,-11.2,25.8,2.9,-2.8,0.7,-7.2
Cc1ccc(S(=O)(=O)n2cc(-c3ccccc3)c(N)n2)cc1,8.6,2.7,-2.8,-3.0,89.8*,4.6,3.7,0.1,-2.5
COCCNCCCCOc1c(Cl)cc(C)cc1Br,-5.3,.,-1.8,8.4,-8.1,-0.5,6.2,1.1,-2.1
O=C(NCCCn1ccnc1)C(Cc1ccc([N+](=O)[O-])cc1)N1C(=O)c2ccccc2C1=O (stereo not drawn),12.3,7.0,-0.4,4.6,.,8.8,-0.3,.,-12.5
COc1ccc2cc(C(=O)NCc3ccco3)c(=O)oc2c1,16.2,6.8,8.8,-4.4,17.5,5.2,-5.0,0.8,-11.7
Cc1cc(/C=C2\SC(=Nc3ccccc3)NC2=O)c(C)n1-c1ccc(S(N)(=O)=O)cc1,-27.7,.,18.5,3.0,59.9*,13.0,-14.7,0.4,0.6
C=CCn1c(SCC(=O)Nc2cc(C)cc(C)c2)nnc1-c1cnccn1,-21.3,4.8,-11.0,0.3,-3.3,3.5,8.6,1,-4.4
Cc1nc2[nH]c(=S)[nH]c2cc1Br,16.3,.,-4.6,11.1,-6.6,7.2,8.2,1.1,5.6
O=C(c1ccco1)N1C(=O)c2cccc3cccc1c23,-6.0,0.7,3.3,3.8,-276.0,5.4,-4.3,3.8*,-5.6
Cc1nn2c3c(cnc2c1-c1ccccc1)C(=O)CC(c1ccco1)C3 (stereo not drawn),11.2,-10.3,7.6,-2.6,26.6,0.3,-10.4,0.7,-11.9
Cc1ccc(-c2csc(N/N=C/C=C/c3ccccc3)n2)cc1,-10.8,.,-2.4,4.8,13.7,6.8,6.0,0.9,-2.7
O=C(/C=N/O)NCc1ccncc1,-11.0,0.0,-1.3,-9.8,11.3,4.0,5.1,0.9,7.6

# In a second layout: 7 of the compounds above.
Compound	PLK1 PBD inh	Candida biofilm	PTPN22 inh 2	EphB4 antag	CYP2C9 inhib	Rev-RRE block	LYP act	CYP2C9 activ	PLK1 inh
Cc1ccc(S(=O)(=O)n2cc(-c3ccccc3)c(N)n2)cc1	8.6	2.7	-2.8	-3.0	89.8*	4.6	3.7	0.1	-2.5
COCC(=O)c1[nH]c2ccccc2c1C	-11.1	0.3	4.4	0.2	-19.2	4.4	-2.2	1.2	-6.0
CCOc1ccccc1-n1c(SCC(=O)N(CC)CC)nnc1-c1ccccn1	15.0	5.5	3.9	3.5	-1.1	5.9	-5.9	1	-13.1
Cc1ccc(-c2csc(N/N=C/C=C/c3ccccc3)n2)cc1	-10.8	.	-2.4	4.8	13.7	6.8	6.0	0.9	-2.7
Cc1csc2ncc(C(=O)Nc3ccon3)c(=O)n12	-27.4	11.8	-5.1	-5.3	.	6.8	9.1	.	0.2
COc1ccc2cc(C(=O)NCc3ccco3)c(=O)oc2c1	16.2	6.8	8.8	-4.4	17.5	5.2	-5.0	0.8	-11.7
Cc1ccc(N2C(=O)C3C(C2=O)C(C(=O)c2ccc(Cl)cc2)N2CCCC32)cc1 (stereo not drawn)	-3.9	8.1	8.0	-7.3	3.5	62.3*	-8.0	1	-9.7

# Back to the main list, repeating the 2 entries before the break.
SMILES,PLK1 PBD inh,Candida biofilm,PTPN22 inh 2,EphB4 antag,CYP2C9 inhib,Rev-RRE block,LYP act,CYP2C9 activ,PLK1 inh
Cc1ccc(-c2csc(N/N=C/C=C/c3ccccc3)n2)cc1,-10.8,.,-2.4,4.8,13.7,6.8,6.0,0.9,-2.7
O=C(/C=N/O)NCc1ccncc1,-11.0,0.0,-1.3,-9.8,11.3,4.0,5.1,0.9,7.6
CCOC(=O)C1C(=O)NC(N2CCN(CC)CC2)=NC1c1ccccc1 (stereo not drawn),13.8,0.1,-11.8,-3.2,4.6,3.5,11.0,1,0.8
c1ccc(NCCCNc2ccccc2)cc1,29.3,6.1,14.8,2.1,86.0*,2.8,-15.2,0.1,-15.9
COCCOC(=O)C1=C(C)NC(=O)NC1c1c(F)cccc1Cl (stereo not drawn),-3.4,7.3,-1.4,2.6,-2.5,7.4,-1.8,1,-3.1
O=C(Cn1nc(Cl)nc1Cl)c1ccc2c(c1)OCCO2,3.5,12.7,9.8,-0.8,24.1,6.2,-9.3,0.8,1.4
O=C1NCCCC1C(=O)NCCN1C(=O)CCC1=O (stereo not drawn),-10.0,.,-5.3,4.5,0.4,9.3,2.7,1,-9.0
O=C(Nc1cccc2ccccc12)N1CCc2ccccc2C1,-9.0,3.5,-3.0,0.9,.,5.2,3.5,.,12.8
CCCOc1ccccc1C1CC(=O)Nc2cc3c(cc21)OCO3 (stereo not drawn),-2.8,2.5,9.9,0.5,94.4*,15.2,-7.7,0.1,-6.5
Cc1ccc(NC(=O)N/C=C/c2ccco2)cc1C,-34.7,.,-3.9,-1.8,25.3,16.2,7.4,0.7,-8.4
O=C(CSc1nnc(SCc2ccc(Cl)cc2)s1)N1CCN(C(=O)c2ccco2)CC1,-4.0,.,-3.3,-10.4,55.1*,0.2,7.1,0.4,-8.5
O=C(Nc1ccc(SC(F)F)cc1)c1ccc2nccnc2c1,-17.9,5.0,-4.8,1.1,20.4,3.0,1.8,0.8,9.6
C/C(=N\NC(=S)NCCc1ccccc1)c1ccc(C#N)cc1,9.8,.,-5.5,-2.9,24.7,0.0,5.4,0.8,-17.6
Cc1cc(C)cc(N(C(C)C(=O)NC2CCCC2)S(C)(=O)=O)c1 (stereo not drawn),41.4,-7.7,1.4,-1.4,-10.0,7.6,-1.8,1.1,-3.1
COC(=O)c1sccc1NC(=O)/C=C/c1c(Cl)cccc1Cl,-13.7,.,-12.2,0.5,34.9,1.9,7.6,0.7,5.7
CCCCOc1ccc(CNC(=S)N/N=C/c2ccc(OC)c(OC)c2)cc1,-12.4,.,8.8,3.1,60.3*,6.0,-7.4,0.4,-1.9
Cc1cc(=O)n2[nH]c(=O)c(N=Nc3ccccc3)c2[nH]1,11.5,.,6.5,1.7,-9.5,5.6,-2.1,1.1,-2.6
Cn1c(=O)c2c(nc(NCc3ccc4c(c3)OCO4)n2Cc2ccccc2F)n(C)c1=O,-4.8,3.2,3.5,7.2,36.4,1.2,-5.4,0.6,-2.0
O=C(NCc1cccnc1)c1cccc2c1C(=O)N(Cc1cccnc1)C2,-6.7,-0.4,-5.8,7.5,46.0,4.0,5.0,0.5,2.1
O=[N+]([O-])c1cc(/C=N\Nc2nccs2)ccc1O,-8.8,2.5,39.7*,-1.2,33.9,-5.2,-38.3,0.7,-9.0
CCN(C(=O)COC(=O)c1ccc(OCc2c(C)noc2C)cc1)c1ccccc1,-21.2,3.7,-1.2,6.9,31.4,5.8,2.2,0.7,-4.6
CCOc1ccc(S(=O)(=O)Nc2ccc(S(=O)(=O)N3CCCCC3)cc2)cc1,-3.8,6.1,-6.5,-3.7,86.3*,12.7,3.8,0.1,-6.5
O=C(CCN1CCN(Cc2ccccc2)CC1)Nc1ccc(OCc2ccccc2)cc1,-3.2,-3.0,0.3,-1.5,40.7,5.0,2.1,0.6,5.8
CCOCCCNC(=O)C(c1ccc(C)cc1)N1CCOCC1 (stereo not drawn),-13.3,8.3,-9.9,.,-42.4,.,8.2,1.4,-13.7
O=C(/C=C/c1ccccc1)N/C(=C/c1ccccc1)C(=O)Nc1ccccc1O,-10.9,.,10.0,-0.6,62.7*,7.1,-8.1,0.4,-4.4
CCOC(=O)C(NCc1ccco1)(NC(=O)c1ccc(OC)cc1)C(F)(F)F (stereo not drawn),-25.6,.,-2.6,5.2,37.6,2.1,5.7,0.6,-13.0
O=C(Cc1csc(Nc2nc(=S)[nH]c3ccccc23)n1)NCc1ccccc1Cl,-43.2,.,-1.8,4.8,82.6*,5.6,-0.2,0.2,-11.0
# (more compounds)
SMILES,PLK1 PBD inh,Candida biofilm,PTPN22 inh 2,EphB4 antag,CYP2C9 inhib,Rev-RRE block,LYP act,CYP2C9 activ,PLK1 inh
COc1cccc(C2CC(=O)N3CN(c4cccc(Cl)c4C)CSC3=C2C#N)c1OC (stereo not drawn),-3.4,5.5,-4.1,3.5,97.4*,4.0,1.0,0,-14.5
O=Cc1ccc(N2CCCC2)c(F)c1,6.5,4.9,3.0,-3.3,12.4,34.4,-5.6,0.9,-3.5
CC1CCCCN1C(=O)Cc1ccc(Cl)cc1 (stereo not drawn),-13.3,3.2,-14.7,-3.5,31.3,0.0,13.3,0.7,-8.4
CCOC(=O)c1c(C)[nH]c(C(=O)OCC(=O)NC2CCS(=O)(=O)C2)c1C (stereo not drawn),-15.4,7.0,0.0,-4.0,8.1,1.1,-3.4,0.9,-10.3
CC(C)Oc1ccc(CNCC2(O)CCOC(C)(C)C2)cc1 (stereo not drawn),4.0,6.5,-0.3,0.4,.,0.2,-4.0,.,-4.3
COc1cccc(-n2nnc3c(=O)n(Cc4c(F)cccc4Cl)cnc32)c1,-5.4,4.8,0.7,-2.5,.,1.7,-3.4,.,-10.5
Cn1c(NC(=O)c2cccs2)c(-c2cccs2)c(=O)c2ccccc21,-5.0,8.3,2.8,3.0,66.8*,8.8,-3.2,0.3,-0.2

# Compound activity as filed in PubChem BioAssay.
